Screening results from PubChem.
NALP3 yeast inh = NALP3 inflammasome inhibitors in reconstituted yeast, primary screen, luminescence, uHTS. Yeast reconstituted NLRP3/ASC/caspase-1, beta-gal luminescence, 24 h. inhibition, % at 10 µM. 330,000 compounds, 0.39% hits;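 active = inhibition of 50% or more; inactive = inhibition below 50%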;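 note: plate controls were induced DMSO wells for no effect and uninduced yeast grown without galactose for full effect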
APOBEC3G inh = APOBEC3G DNA deaminase inhibitors, primary screen, biochemical, fluorescence, single-stranded DNA substrate, uHTS; recombinant A3G, ssDNA deamination FAM/TAMRA fluorescence; inhibition, % at 20 µM; 330,000 compounds, 0.28% hits;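 active = inhibition of at least 40% at 20 µM, with no more than 30% in the related APOBEC3A deaminase screen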;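 note: plate controls were DMSO wells with A3G for no effect and wells lacking A3G enzyme for full effect; some compounds called inactive have numbers as strong as hits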
Target sequence (Q9HC16 whole entry, looked up): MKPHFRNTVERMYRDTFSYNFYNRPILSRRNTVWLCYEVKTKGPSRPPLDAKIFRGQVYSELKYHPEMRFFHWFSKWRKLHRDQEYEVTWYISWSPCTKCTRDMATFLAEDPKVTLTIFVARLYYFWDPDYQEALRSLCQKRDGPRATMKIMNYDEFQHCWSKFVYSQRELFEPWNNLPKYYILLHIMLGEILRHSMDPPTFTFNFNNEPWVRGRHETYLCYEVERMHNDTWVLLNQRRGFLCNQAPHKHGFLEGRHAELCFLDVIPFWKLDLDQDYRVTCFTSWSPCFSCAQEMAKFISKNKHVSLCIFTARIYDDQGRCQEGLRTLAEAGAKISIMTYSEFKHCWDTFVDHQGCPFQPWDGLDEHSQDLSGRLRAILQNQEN
beta cell repl = inducers of MIN6 beta-cell proliferation, primary screen, ATP luminescence, uHTS; MIN6 cells proliferation, ATPlite luminescence, 48 h; cells starved in 0.2% serum; 100% = growth in 10% serum; proliferation, % at 10 µM; 330,000 compounds, 0.29% hits; AID 2380, 2010;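 active = compounds whose signal lies at least 3.5 SD above the mean of all wells on their plate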;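 note: 0% = DMSO-treated cells in low-serum medium and 100% = 10% serum control; some compounds called inactive have numbers as strong as hits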
mIAP block = inhibitors of mouse IAP, primary screen, biochemical, luminescence, uHTS; intestinal alkaline phosphatase [Mus musculus]; purified mouse IAP, CDP-Star luminescence, 30 min; inhibition, % at 10 µM; 330,000 compounds, 0.2% hits; AID 2806, 2010;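 active = inhibition of at least 40% at 10 µM in the primary screen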;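 note: plate controls were DMSO with enzyme for no effect and no enzyme wells for full effect; values of inactives mirror those of a sister screen read the other way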
hIAP inh = human IAP inhibitors, primary screen, biochemical, luminescence, uHTS | purified IAP, CDP-Star luminescence, 30 min | inhibition, % at 10 µM | 330,000 compounds, 0.12% hits | AID 2544, 2010;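 active = inhibition reaching a set limit with compound at 10 µM in the primary screen, cut at about 35% in these data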;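 note: plate controls were DMSO wells with enzyme for no effect and no-enzyme buffer wells for full effect; values of inactives mirror those of a sister screen read the other way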
A3A deaminase = APOBEC3A ssDNA deaminase inhibitors, primary screen, selectivity assay for APOBEC3G inhibitor project, biochemical, FAM/TAMRA oligo cleavage fluorescence; DNA dC->dU-editing enzyme APOBEC-3A (Homo sapiens), P31941; 330,000 compounds, 0.41% hits; inhibition, % at 20 µM; recombinant A3A, FAM/TAMRA ssDNA deamination fluorescence;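 active = at least 40% inhibition at 20 µM here, with at most 30% in a related deaminase screen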;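 note: plate controls were A3A with DMSO for no effect and wells lacking A3A enzyme for full effect; some results filed as inactive read as strong as hits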
Target sequence (P31941 whole entry, looked up): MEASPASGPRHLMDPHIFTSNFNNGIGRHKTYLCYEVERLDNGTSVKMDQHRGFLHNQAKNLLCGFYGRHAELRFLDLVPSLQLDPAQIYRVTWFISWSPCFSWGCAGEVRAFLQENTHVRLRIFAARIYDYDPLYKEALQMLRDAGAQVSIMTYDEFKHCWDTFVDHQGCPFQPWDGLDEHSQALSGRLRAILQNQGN
SENP1 FRET inh = human SENP1 catalytic domain inhibitors, primary screen, biochemical, FRET, uHTS; 360,000 compounds, 0.21% hits; AID 624204, 2012; inhibition, % at 10 µM; recombinant SENP1 catalytic domain, CyPet-SUMO1-YPet FRET cleavage;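 active = inhibition at least 30% at 10 µM, raw YFP signal under a set limit, fluorescence ratio 0.5 to 1.5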;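 note: 0% = enzyme with DMSO and 100% = no enzyme wells; some results filed as inactive read as strong as hits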
Target sequence (Q9P0U3 419-644 limits assumed): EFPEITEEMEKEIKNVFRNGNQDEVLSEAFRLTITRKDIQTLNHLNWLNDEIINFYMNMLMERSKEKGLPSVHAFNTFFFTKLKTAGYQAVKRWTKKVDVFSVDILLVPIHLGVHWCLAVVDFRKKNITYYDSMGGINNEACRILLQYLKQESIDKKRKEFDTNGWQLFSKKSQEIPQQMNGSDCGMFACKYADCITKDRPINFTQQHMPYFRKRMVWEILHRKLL
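Compound: 10 µM single point, 0.5% DMSO; Test system: hSENP1 catalytic domain, recombinant; Timing: 50 min reaction at room temperature; Technique: FRET, CFP and YFP emission; Control set: no-enzyme wells low, DMSO-plus-enzyme wells high control.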
hIAP activ = human IAP activators, primary screen, biochemical, luminescence, uHTS; purified human IAP, CDP-Star luminescence, 30 min; active compounds read high; 1 = vehicle-only enzyme, 0 = enzyme-free background; 330,000 compounds, 0.16% hits; AID 2524, 2010; activation factor at 10 µM; Intestinal-type alkaline phosphatase (Homo sapiens), P09923;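 active = activation factor of the enzyme at least 2-fold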; note: the source names both 10 and 20 µM as test concentration; values of inactives mirror those of a sister screen read the other way
mIAP act = activators of mouse IAP, primary screen, biochemical, luminescence, uHTS; 330,000 compounds, 0.24% hits; intestinal alkaline phosphatase [Mus musculus]; activation factor at 10 µM; muIAP, CDP-Star luminescence, 30 min; active compounds read high; 1 = vehicle-only enzyme signal, 0 = enzyme-free wells; AID 2805, 2010;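 active = activation factor of at least 2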; note: the source names both 10 and 20 µM as test concentration; values of inactives mirror those of a sister screen read the other way
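System: Mouse IAP enzyme | Also added: CDP-Star substrate | Dosing: Compounds dispensed in DMSO | Schedule: 30 min enzyme-substrate-compound incubation at room temperature | Technique: Chemiluminescence readout | Control set: DMSO-only wells and no-enzyme negative control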
* = called active by the depositor. Not all compounds are listed (hit frequency here may not be typical).

SMILES	NALP3 yeast inh	APOBEC3G inh	beta cell repl	mIAP block	hIAP inh	A3A deaminase	SENP1 FRET inh	hIAP activ	mIAP act
CC1=C(C(N)=O)C(c2ccccc2F)NC(=O)N1 (configuration not stated)	-6	4	-1	-4	-6	2	1	1.1	1
O=C(COC(=O)c1cccc(Cl)c1)NC1CCS(=O)(=O)C1 (configuration not stated)	14	-8	-1	-6	3	-3	0	0.97	1.1
C#CCOC(=O)c1csc2nnsc12	0	-12	-3	-1	-28	-3	1	1.3	1
CSCC[C@H](NC(=O)N1CCn2c1nc1ccccc12)C(=O)NCc1ccc(C)cc1	8	-6	-3	7	-32	-7	2	1.3	0.93
O=C(NC1CCCCC1)C(c1ccco1)N(C(=O)C(F)(F)F)C1CC1 (configuration not stated)	7	-6	1	4	4	-4	0	0.96	0.96
CCOc1ccc(NC(=O)CSc2nnc(CNC(=O)c3cccs3)o2)cc1	13	-9	-1	7	-13	-7	1	1.1	0.93
COc1ccc(S(=O)(=O)N2CCCCC2)cc1NC(=O)CNc1ccccc1N1CCCC1=O	12	-7	-1	1	-6	2	-4	1.1	0.99
CCCCN(C1CCS(=O)(=O)C1)S(=O)(=O)c1ccc(C(C)C)cc1 (configuration not stated)	18	1	0	-2	3	1	2	0.97	1
CCOC(=O)c1nc(-c2ccc3c(c2)OCO3)[nH]c1C	7	-2	-3	-2	-10	2	-1	1.1	1
Cc1ccc(CNC(=O)C(Cc2ccccc2)NS(=O)(=O)c2cccs2)cc1 (configuration not stated)	17	-1	0	4	-22	-1	2	1.2	0.96
O=C1CCCc2nc(N3CCc4ccccc43)ncc21	19	-6	-5	0	9	-7	-8	0.91	1
Cc1c(C(=O)N2CCNCC2)oc2ccccc12	8	-4	-1	-2	-7	-1	4	1.1	1
CCOc1cc(N2CCOCC2)c(OCC)cc1NC(=O)COC(=O)c1ccc(Cl)nc1	25	-1	-3	10	-12	0	1	1.1	0.9
COc1ccccc1CN(C)C(=O)COC(=O)c1c(C)noc1C	11	-4	3	-11	-16	2	0	1.2	1.1
CCCC(=O)N1CCN(Cc2ccc3c(c2)OCO3)CC1	-15	-5	0	-4	-5	-3	-1	1	1
CC(C)c1ccc(NC(=O)CCCN2C(=O)NC(C)(C)C2=O)cc1	18	-8	-2	-7	-12	6	-1	1.1	1.1
COc1ccc(OC)c(NC(=O)COC(=O)c2n[nH]c3ccccc23)c1	12	-7	1	16	-14	-4	5	1.1	0.84
COc1ccc(N(CC(=O)Nc2ccc(OC)c(Cl)c2)S(=O)(=O)c2c(C)noc2C)cc1	0	-7	-2	-48	2	-2	1	0.98	1.5
Cc1cccc(CCNC(=O)C2CCN(S(=O)(=O)c3ccccc3)CC2)c1	12	-1	-1	-10	-10	2	2	1.1	1.1
Cc1ccc2nc(SCC(=O)N(CC(C)C)c3c(N)n(CC(C)C)c(=O)[nH]c3=O)[nH]c2c1	7	-10	-1	0	13	-5	-4	0.87	1
CC(NCC(=O)Nc1ccccc1C(=O)NC1CC1)c1cccc(Cl)c1 (configuration not stated)	19	-7	3	4	9	3	-1	0.91	0.96
S=c1nc(NCc2cccc(Cl)c2)c2ccccc2[nH]1	16	-2	-4	4	11	0	1	0.89	0.96
Cn1c(=O)c2[nH]c(COc3ccc(C(C)(C)C)cc3)nc2n(C)c1=O	-10	1	-7	-4	-9	0	0	1.1	1
CC(=O)Nc1ccc(C(=O)NC(CC(=O)O)c2ccc(Cl)cc2)cc1 (configuration not stated)	-8	-7	0	-1	20	-6	1	0.81	1
Cc1cccc(C(=O)OCC(=O)NC(C)C2CC3CCC2C3)c1O (configuration not stated)	19	-7	-4	-3	11	-4	0	0.89	1
(further entries)
SMILES	NALP3 yeast inh	APOBEC3G inh	beta cell repl	mIAP block	hIAP inh	A3A deaminase	SENP1 FRET inh	hIAP activ	mIAP act
CC(C)(C)c1ccc(C(=O)CCC(=O)NCc2ccccc2)cc1	18	-4	-6	-3	-15	0	-51	1.1	1
[2H]c1c([2H])c([2H])c(-c2nc(N3CCCCCC3)sc2C(=O)c2ccccc2)c([2H])c1[2H]	7	-4	-4	10	-6	-2	-11	1.1	0.91
COc1cc(OC)cc(/C(N)=N/O)c1	13	-6	-2	9	3	0	-1	0.97	0.91
Cc1ncc(CO)c(/C=N/NC(=S)Nc2ccc(Cl)c(Cl)c2)c1O	15	-7	-5	10	-2	-4	-25	1	0.9
Cc1ccc2c(c1)nnn2C1CCN(S(=O)(=O)c2ccc(C(=O)NC3CCCC3)cc2)CC1	5	-5	-1	-3	14	2	1	0.86	1
O=C(CSc1nnnn1C1CC2C=CC1C2)Nc1ccc(C(=O)O)cc1 (configuration not stated)	-1	-5	2	2	3	-3	1	0.97	0.98
CC1CN(c2ccccc2)c2nc3c(c(=O)[nH]c(=O)n3C)n2C1 (configuration not stated)	14	-3	-6	-4	19	-3	-2	0.81	1
CCOc1cccc2c1OC(c1cc(OC)c(OC)c(OC)c1)N1N=C(c3ccc(C)o3)CC21 (configuration not stated)	4	-1	-6	-2	-4	0	-25	1	1
O=C(NC(=S)NCc1ccco1)c1ccc([N+](=O)[O-])cc1	-17	-3	-3	10	-2	2	1	1	0.9
Cc1ccc(NC(=O)CCn2nc(C)cc2C)c(C)c1	12	3	-1	-4	6	0	0	0.94	1
COc1ccccc1CN(Cc1cc2cc3c(cc2[nH]c1=O)OCCO3)Cc1nnnn1Cc1ccco1	23	9	0	20	-2	2	-24	1	0.8
O=C(CN1C(=O)C2C3c4ccccc4C(c4ccccc43)C2C1=O)Nc1ccccc1C(=O)O (configuration not stated)	11	-5	0	6	3	-1	1	0.97	0.94
CCOC(=O)c1cc(=O)n2[nH]c(-c3ccc(C)cc3)cc2n1	9	-3	0	6	-4	-3	-57	1	0.94
CSc1nc(N)nc(SCC(=O)c2ccccc2)c1C#N	33	-8	3	3	-7	-4	-24	1.1	0.97
CC(=O)N1CCc2cc(S(=O)(=O)Nc3ccc(C)cc3)ccc21	-2	0	0	-4	1	1	4	0.99	1
O=C(Nc1nc2nc(-c3ccccc3)cc(=O)n2[nH]1)c1ccccc1	3	-2	-3	-5	-2	0	-2	1	1.1
Cc1csc(NC(=O)c2cccs2)n1	28	2	-2	8	6	1	0	0.94	0.93
CCCCn1c(-c2ccc(Br)cc2F)nc2c1c(=O)[nH]c(=O)n2CC(C)C	9	-2	-7	11	-10	0	-1	1.1	0.89
Cc1ccc(C)c2c3c([nH]c12)-c1nonc1CC3	9	-5	1	-10	-13	4	5	1.1	1.1
CC1CCCN(C(=O)Cn2nnc(-c3ccc(N(C)C)cc3)n2)C1 (configuration not stated)	9	0	-4	6	-16	-6	2	1.2	0.94
O=C(Nc1cccc(S(=O)(=O)N2CCCCC2)c1)C1COc2ccccc2O1 (configuration not stated)	11	-6	0	-64	-11	-1	0	1.1	1.6
COCCCNC(=O)Cn1ncc2ccsc2c1=O	9	-2	3	5	13	-4	3	0.87	0.95
CCS(=O)(=O)N1Cc2ccccc2CC1C(=O)Nc1ncc(C)s1 (configuration not stated)	24	0	0	9	-7	1	-3	1.1	0.91
CCOc1ccc(-n2nnc3c(=O)n(CC(=O)NCc4ccco4)cnc32)cc1	3	-1	0	-4	0	8	1	1	1
Cc1sc(NC(=S)NC(=O)c2ccco2)c(C(N)=O)c1C	9	3	-3	21	7	-6	-7	0.93	0.79
Following part:
SMILES	NALP3 yeast inh	APOBEC3G inh	beta cell repl	mIAP block	hIAP inh	A3A deaminase	SENP1 FRET inh	hIAP activ	mIAP act
O=C(O)Cc1csc(-c2ccccc2)n1	11	-5	-2	4	6	0	2	0.94	0.96
COc1cccc(CNC(=S)Nc2ccc(Cl)cc2C)c1	28	-8	-3	-59	28	-10	-1	0.72	1.6
Nn1c(SCC(=O)Nc2cccc(C(F)(F)F)c2)nncc1=O	10	-9	-3	15	-16	-2	0	1.2	0.85
Cc1ccc(Cl)cc1N1CCN(C(=O)C2CCCN(S(=O)(=O)c3cnc[nH]3)C2)CC1 (configuration not stated)	8	-2	2	7	0	-3	-1	1	0.93
CCOc1ccc(CN(C)C(=O)[C@H](Cc2ccccc2)NC(=O)OCc2ccccc2)cc1OC	8	-8	-1	1	6	-2	1	0.94	0.99
COCCN(C(=O)CCC(=O)Nc1cc(C)on1)C(C(=O)NC1CCCC1)c1ccc(C(C)C)cc1 (configuration not stated)	25	-15	8	5	2	-5	0	0.97	0.95
O=C(Nc1ccc(Cl)cc1)N1CCC(c2nc(-c3ccccc3Cl)no2)CC1	24	-3	-6	-9	-11	-3	1	1.1	1.1
O=c1[nH]c(CN2CCN(c3ccccn3)CC2)nc2c(Br)cc(Br)cc12	15	-5	-2	-4	-14	-6	-3	1.1	1
CN(C(=O)COC(=O)c1ccccc1C(=O)N1CCN(c2ccccc2)CC1)c1ccccc1	10	0	-3	-6	-14	-3	6	1.1	1.1
Cc1ccccc1-n1cc(-c2ccc(Br)cc2)nc1SCC(N)=O	16	-4	-3	0	-21	3	0	1.2	1
COc1ccc(NC(=S)N(CCN(C)C)C(C)c2ccco2)cc1Cl (configuration not stated)	9	-4	0	-1	-1	2	1	1	1
O=C(O)c1cccc2c1C(=O)c1ccc(-c3ccc(Cl)c(C(F)(F)F)c3)cc1S2(=O)=O	8	6	0	8	5	2	-47	0.95	0.92
COc1cccc(C(C)NC(=O)Nc2cc(Cl)ccc2OC)c1 (configuration not stated)	18	-4	0	-16	-10	-1	0	1.1	1.2
Cc1ccc2nc(C)cc(NCCO)c2c1	10	-6	0	8	-14	2	-3	1.1	0.93
Cc1ccc(S(=O)(=O)C/N=C(/NC(=S)N(c2ccccc2)c2ccccc2)c2ccccc2)cc1	-1	1	-1	5	6	7	3	0.94	0.95
CNC(=O)COc1ccccc1C(=O)Nc1ccc2c(c1)oc1ccccc12	23	-6	0	-4	4	-3	-1	0.96	1
O=c1c2ccccc2nc(/C=C/c2cc(Br)ccc2O)n1CCO	-3	-13	-6	7	6	-6	76*	0.94	0.93
